High-throughput results from PubChem BioAssay.
tim23-1 inh: growth inhibitors of tim23-1 mutant yeast, primary screen, luminescence, uHTS | S. cerevisiae tim23-1 growth, BacTiter-Glo luminescence, 24 h | inhibition, % at 20 µM | 1.3% of 330,000 active | AID 463212, 2010;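 active means growth inhibition of the mutant yeast at or above 50%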;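 further: temperature-sensitive mutant grown at 25 °C; plate controls were DMSO-treated mutant yeast for no effect and medium wells lacking yeast for full effect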
APJ ag: agonists of human apelin receptor APJ, primary screen, CHO-K1 cells, PathHunter beta-arrestin, luminescence | 0.11% of 330,000 active | P35414 | AID 2520, 2010 | activation, % at 20 µM | 0% DMSO wells, 100% apelin;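 active means activation more than six SD over the plate average, tested at 20 µM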;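 further: 0% = DMSO alone and 100% = apelin-13 at 10 nM; some results filed as inactive read as strong as hits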
Target sequence (P35414 whole entry, looked up): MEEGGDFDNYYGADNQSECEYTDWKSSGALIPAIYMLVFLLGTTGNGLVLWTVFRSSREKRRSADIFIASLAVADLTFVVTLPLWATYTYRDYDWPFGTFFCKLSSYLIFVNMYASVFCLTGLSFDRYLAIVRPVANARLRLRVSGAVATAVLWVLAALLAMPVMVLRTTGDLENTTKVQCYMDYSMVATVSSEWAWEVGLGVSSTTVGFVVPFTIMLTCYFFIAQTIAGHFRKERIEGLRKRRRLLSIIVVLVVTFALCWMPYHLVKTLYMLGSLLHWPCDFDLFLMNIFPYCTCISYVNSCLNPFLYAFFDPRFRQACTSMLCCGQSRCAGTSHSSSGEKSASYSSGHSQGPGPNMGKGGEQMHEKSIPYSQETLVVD
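assay system = CHO-K1 APJ beta-arrestin complementation cell line | input = cell density 1000 per well | dosing = compound 20 µM once, DMSO 1% | timing = compound 90 min 25 °C, reagent 1 h | measured by = luminescence from split beta-galactosidase complementation, Galacton Star/Emerald II substrate | read-out basis = APJ agonist activity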
CHOP UPR activ: activators of apoptotic CHOP UPR arm, primary screen, cell-based, CHO-CHOP luciferase reporter, luminescence, uHTS; UPR activation; percent of tunicamycin response over DMSO baseline; 0.34% of 330,000 active; activation, % at 10 µM;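 active means at 10 µM dose, activation of 40% or more, normalized to positive control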;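 further: 100% = tunicamycin at 10 µg/mL and 0% = DMSO alone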
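Dosing – one dose, 10 µM in 0.5% DMSO · System – CHO-CHOP cells, stable luciferase reporter of PERK-eIF2a-CHOP signalling · Input – 500 cells/well · Control set – tunicamycin 10 µg/mL final as positive, DMSO-only wells as negative · Timing – 6 h compound treatment, 37 °C · Measure – % activation vs tunicamycin · Technique – luminescence read with Steady-Glo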
UPR XBP1 act: activators of adaptive XBP1 UPR arm, primary screen, cell-based, CHO-XBP1 luciferase reporter, luminescence, uHTS | activation, % at 20 µM | 0.33% of 330,000 active | AID 463104, 2010 | IRE1-XBP1 UPR activation; percent of tunicamycin response, DMSO as zero;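 active means versus positive control, 20 µM dose yields 30% or more activation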;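 further: 100% = tunicamycin at 10 µg/mL and 0% = DMSO only wells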
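Material: CHO cell line with stable XBP1 luciferase reporter; schedule: 16-18 h cell attachment at 37 °C, then 6 h compound exposure; signal: glow luminescence from Steady-Glo reagent; medium: serum-containing F12 medium, 10% FBS; benchmarks: tunicamycin 10 µg/mL and vehicle-only wells; read-out: percent activation relative to tunicamycin reference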
CXCR6 inh: CXCR6 receptor inhibitors, primary screen, cell-based, beta-arrestin, luminescence, CHO-K1 PathHunter, 1536-well | C-X-C chemokine receptor type 6 (Homo sapiens), O00574 | inhibition, % at 20 µM | 0.36% of 360,000 active | AID 602244, 2012; in the data active means inhibition above about 34%, passing the limit was not always enough;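 further: antagonist mode with CXCL16 agonist at 10 nM final; 0% = 10 nM CXCL16 with DMSO and 100% = unstimulated wells without agonist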
Target sequence (O00574 whole entry, looked up): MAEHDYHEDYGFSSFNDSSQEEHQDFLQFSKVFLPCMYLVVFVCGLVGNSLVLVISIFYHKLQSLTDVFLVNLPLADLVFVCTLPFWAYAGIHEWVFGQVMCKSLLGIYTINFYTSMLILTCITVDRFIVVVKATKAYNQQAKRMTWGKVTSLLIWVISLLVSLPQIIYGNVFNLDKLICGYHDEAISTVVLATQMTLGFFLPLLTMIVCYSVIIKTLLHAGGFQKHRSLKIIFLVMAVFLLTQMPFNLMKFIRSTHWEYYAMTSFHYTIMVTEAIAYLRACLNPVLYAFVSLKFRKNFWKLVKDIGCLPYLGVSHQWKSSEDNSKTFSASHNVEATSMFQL
CCR6 antagonist: CCR6 receptor antagonists, primary screen, cell-based, CHO-K1, luminescence, beta-arrestin, uHTS | CHO-K1 CCR6 PathHunter beta-arrestin, CCL20-stimulated | AID 493098, 2011 | inhibition, % at 20 µM | 0.49% of 340,000 active | C-C chemokine receptor type 6 (Homo sapiens), P51684;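 active means compounds whose inhibition of the agonist-driven luminescence signal at 20 µM reaches about 50%, limit read from the data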;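 further: cells stimulated with CCL20 at 14 nM final; plate controls were DMSO with CCL20 for no effect and DMSO without agonist for full effect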
APJ antag: antagonists of human apelin receptor APJ, primary screen, CHO-K1 cells, beta-arrestin complementation, luminescence; P35414; inhibition, % at 20 µM; 0.32% of 330,000 active;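 active means inhibition above about 40% at 20 µM, limit read from the data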;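 further: cells challenged with 10 nM apelin-13 agonist together with compound; plate controls were apelin-13 plus DMSO wells for no effect and DMSO wells lacking apelin-13 for full effect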
Mdm2-MdmX inh: inhibitors of human Mdm2-MdmX association, primary screen, cell-based, luminescence, split luciferase, SaOS-2, uHTS | SaOS-2 split-luciferase Mdm2/MdmX complementation | inhibition, % at 8 µM | 3% of 330,000 active | AID 485346, 2010;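 active means inhibition of at least 50% at 8 µM in the primary screen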
EBI2 block: EBI2 receptor antagonists, beta-arrestin recruitment, primary screen, cell-based, luminescence, 7a,25-OHC stimulation, uHTS. G-protein coupled receptor 183 (Homo sapiens), P32249. 7a,25-OHC stimulated. inhibition, % at 5 µM. 0.81% of 360,000 active. AID 651636, 2012; in the data active means inhibition above about 38%;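 further: enzyme fragment complementation signal reports receptor beta-arrestin coupling in cells; 0% = agonist plus DMSO wells and 100% = wells without agonist; some results beyond the cut were filed as inactive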
Target sequence (P32249 whole entry, looked up, the tested form may be a part): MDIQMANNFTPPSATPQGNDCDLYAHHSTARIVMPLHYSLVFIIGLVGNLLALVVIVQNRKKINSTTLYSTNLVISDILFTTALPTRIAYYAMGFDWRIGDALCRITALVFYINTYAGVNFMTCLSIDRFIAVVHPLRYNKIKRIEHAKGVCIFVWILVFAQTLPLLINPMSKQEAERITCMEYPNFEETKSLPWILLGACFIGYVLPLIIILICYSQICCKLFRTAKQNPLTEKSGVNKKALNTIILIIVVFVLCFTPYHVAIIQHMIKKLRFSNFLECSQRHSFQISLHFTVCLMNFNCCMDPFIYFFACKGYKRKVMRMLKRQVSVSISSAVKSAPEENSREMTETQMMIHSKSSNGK
* hit, by the source's call; x = no result given; & = joins results of further samples. These rows are one share of the data. The share of hits here may be higher or lower than overall.

SMILES	tim23-1 inh	APJ ag	CHOP UPR activ	UPR XBP1 act	CXCR6 inh	CCR6 antagonist	APJ antag	Mdm2-MdmX inh	EBI2 block
CSc1ncccc1C(=O)OCC(=O)N(C)C	14.5	-1.9	-0.2	-0.8	5.9	-11.6	-7.0	-12.7	-4.9
Cc1cc(N2CCCCC2)nc2c(C)cccc12	-0.1	-4.1	-0.5	-1.8	-9.7	12.2	3.0	10.8	-1.8
Cc1cc(NC(=O)CCN2C(=O)C3C4C=CC(C4)C3C2=O)c2ccccc2n1 (stereo unspecified)	-10.8	-3.2	-0.3	-4.7	-7.1	-25.1	6.2	10.5	-0.7
COc1ccc(N(CC(=O)NCCC2=CCCCC2)S(C)(=O)=O)cc1OC	0.5	-5.0	0.3	0.0	-8.2	-8.4	8.8	9.7	-3.7
Cn1c(CN2CCCC2)nc2cc(NC(=O)COc3ccc([N+](=O)[O-])cc3)ccc21	-12.5	0.3	-0.4	-3.4	3.9	11.6	4.7	16.0	-12.5
CC(=O)Oc1ccc(C(=O)NC(C)CCc2ccccc2)cc1 (stereo unspecified)	12.3	1.7	0.9	-2.2	3.8	7.7	9.5	6.6	8.6
Oc1ccc(C2=Nn3c(nnc3-c3ccco3)SC2)cc1O	-15.6	-2.4	-0.6	-2.9	9.1	-2.1	7.0	42.4	5.5
COC(CNC(=O)C(=O)NCC1OCCN1S(=O)(=O)c1ccccc1)OC (stereo unspecified)	-4.7	-3.7	-1.5	-1.2	1.0	8.7	6.1	27.8	-1.9
COc1ccc(NC(=O)C2CCN(C(=O)[C@@H]3Cc4ccccc4CN3)CC2)cc1	-4.4	-3.1	1.1	0.8	5.9	13.0	13.2	-12.0	-0.6
Cc1ccc(CC(=O)NCCCc2ccccc2)cc1	5.3	-2.3	0.2	0.6	7.4	11.3	1.0	11.6	-0.2
CCOC(=O)c1nnn(-c2ccccc2C#N)c1C	26.3	6.6	-1.7	-0.1	1.6	9.9	5.9	-4.8	1.2
COc1ccc2nc(NC(=O)/C=C/c3ccc4c(c3)OCO4)sc2c1	-11.5	-0.8	-0.7	1.1	x	x	-20.4	82.8*	x
Cc1cccc(NC(=O)C2CCCN(c3cnccn3)C2)c1 (stereo unspecified)	5.9	0.1	-1.3	-5.6	-20.2	-3.7	7.6	-1.8	-9.3
Cc1ccc(C(=O)NC(NC(=S)Nc2ccc(S(N)(=O)=O)cc2)C(Cl)(Cl)Cl)cc1 (stereo unspecified)	23.7	5.6	3.3	0.7	-5.9	12.2	-23.6	28.7	5.7
CCCCn1c2c(c(=N)c3ccccc31)CCC2	4.3	1.8	1.2	0.2	3.5	4.1	-3.9	27.4	4.9
CC1=NN(c2ccccc2)C(=O)C1/C=C1/NC(=S)NC1=O (stereo unspecified)	5.2	-6.2	-0.8	-3.3	-9.0	18.0	31.6	-1.8	3.8
COC(=O)C1CCN(C(=O)c2cc3ccccc3oc2=O)CC1	-12.8	-4.5	5.0	2.7	-3.7	5.9	13.7	-25.8	2.7
C#CCN1C(=O)C(O)(CC(=O)c2cc(OC)ccc2OC)c2ccccc21 (stereo unspecified)	30.0	-5.1	-0.2	-2.0	-0.9	-4.1	-11.9	9.3	20.7
COc1ccc(OC)c(NC(=O)C2CCN(S(=O)(=O)c3ccc4c(c3)CC(C)N4C(C)=O)CC2)c1 (stereo unspecified)	22.1	1.9	-2.5	-1.9	4.1	-3.4	18.3	27.1	3.1
CNC(=S)N(CCc1c(C)[nH]c2ccc(OC)cc12)Cc1cc(OC)c(OC)c(OC)c1	9.2	-5.0	0.7	-2.5	0.8	2.7	-3.1	-20.4	19.8
CCOC(=O)c1sc2nc(C)nc(SCC(=O)N(C)C3CCS(=O)(=O)C3)c2c1C (stereo unspecified)	20.1	1.9	0.5	1.8	-0.3	4.0	-12.8	-13.3	-7.5
COc1ccc(NC(=O)Cc2ccc(Cl)c(Cl)c2)cn1	22.6	-1.5	0.2	1.4	-4.2	-9.6	-0.8	6.4	3.5
CCOc1ccc(C(=O)CC(C(=O)O)N2CCN(Cc3ccccc3)CC2)cc1 (stereo unspecified)	-2.5	-4.2	1.2	-4.0	-2.4	8.5	8.0	22.3	-2.5
Cn1c(SCC(=O)Nc2ccc3c(c2)CCC3)nnc1C1CC1	3.7	-1.6	-0.8	-0.7	-0.1	-0.4	-0.4	-1.3	-1.0
Nc1nc(SCC(=O)NCC2CCCO2)n[nH]1 (stereo unspecified)	14.5	-4.6	0.5	0.1	-1.1	-18.6	-25.1	-20.9	-7.5
Cn1c(=O)c(C(=O)NCc2ccccc2Cl)c(O)c2ccccc21	5.1	-2.9	3.6	-0.2	-4.8	-9.7	-4.3	-43.4	-8.5
CC[C@H](C)[C@@H]1NC(=O)c2cc([N+](=O)[O-])cc(I)c2NCC[C@@H](C(N)=O)NC(=O)[C@H](CCCN=C(N)N)NC1=O	1.2	2.9	1.1	1.8	x	1.8	-67.6	1.5	x
CN(Cc1ccco1)C(=O)Cn1ncc2c([nH]c3ccccc32)c1=O	11.0	1.1	1.1	-1.3	-1.1	8.4	24.0	10.0	-6.2
O=C(Nc1nc(-c2ccccn2)cs1)C12CC3CC(CC(O)(C3)C1)C2	-5.5	-2.3	0.5	-3.5	-5.6	-0.1	-8.5	-13.0	-6.9
CSC(=NCCCN1CCOCC1)NS(=O)(=O)c1cccs1	-0.7	-2.3	2.8	-5.8	4.5&-32.3	-2.0&-1.5	-15.0	19.7	-3.0&-10.9

Sorted by heavy-atom count (smallest number first): some entries from above
SMILES	tim23-1 inh	APJ ag	CHOP UPR activ	UPR XBP1 act	CXCR6 inh	CCR6 antagonist	APJ antag	Mdm2-MdmX inh	EBI2 block
Nc1nc(SCC(=O)NCC2CCCO2)n[nH]1 (stereo unspecified)	14.5	-4.6	0.5	0.1	-1.1	-18.6	-25.1	-20.9	-7.5
CCCCn1c2c(c(=N)c3ccccc31)CCC2	4.3	1.8	1.2	0.2	3.5	4.1	-3.9	27.4	4.9
CCOC(=O)c1nnn(-c2ccccc2C#N)c1C	26.3	6.6	-1.7	-0.1	1.6	9.9	5.9	-4.8	1.2
Cc1ccc(CC(=O)NCCCc2ccccc2)cc1	5.3	-2.3	0.2	0.6	7.4	11.3	1.0	11.6	-0.2
Cc1cccc(NC(=O)C2CCCN(c3cnccn3)C2)c1 (stereo unspecified)	5.9	0.1	-1.3	-5.6	-20.2	-3.7	7.6	-1.8	-9.3
Cn1c(SCC(=O)Nc2ccc3c(c2)CCC3)nnc1C1CC1	3.7	-1.6	-0.8	-0.7	-0.1	-0.4	-0.4	-1.3	-1.0
Cn1c(=O)c(C(=O)NCc2ccccc2Cl)c(O)c2ccccc21	5.1	-2.9	3.6	-0.2	-4.8	-9.7	-4.3	-43.4	-8.5
O=C(Nc1nc(-c2ccccn2)cs1)C12CC3CC(CC(O)(C3)C1)C2	-5.5	-2.3	0.5	-3.5	-5.6	-0.1	-8.5	-13.0	-6.9
C#CCN1C(=O)C(O)(CC(=O)c2cc(OC)ccc2OC)c2ccccc21 (stereo unspecified)	30.0	-5.1	-0.2	-2.0	-0.9	-4.1	-11.9	9.3	20.7
Cc1ccc(C(=O)NC(NC(=S)Nc2ccc(S(N)(=O)=O)cc2)C(Cl)(Cl)Cl)cc1 (stereo unspecified)	23.7	5.6	3.3	0.7	-5.9	12.2	-23.6	28.7	5.7
COc1ccc(OC)c(NC(=O)C2CCN(S(=O)(=O)c3ccc4c(c3)CC(C)N4C(C)=O)CC2)c1 (stereo unspecified)	22.1	1.9	-2.5	-1.9	4.1	-3.4	18.3	27.1	3.1

Other results
SMILES	tim23-1 inh	APJ ag	CHOP UPR activ	UPR XBP1 act	CXCR6 inh	CCR6 antagonist	APJ antag	Mdm2-MdmX inh	EBI2 block
N#Cc1ccc(Oc2ccc(-c3nc4ccccc4nc3-c3ccccc3)cc2)cc1C#N	9.3	-0.8	2.3	-0.7	0.1	-7.0	0.4	-0.3	23.2
COc1ccc(OCCCCOc2ccccc2Cl)cc1	11.2	-2.6	2.4	3.0	-1.0	3.7	-6.8	24.9	4.8
Cc1ccc(OCC(=O)Nc2ccc3oc(=O)ccc3c2)c(C)c1	6.5	-2.4	0.9	-0.5	-12.7	-2.5	20.0	-3.9	5.3
COc1cc(NC(=O)CSc2nncn2C)cc(OC)c1OC	-2.7	-3.5	1.0	4.8	2.1	-1.8	-0.9	-24.0	-2.5
Cc1cc(OCc2cc(C(=O)N(C)C(C)c3ccccn3)no2)cc(C)c1Cl (stereo unspecified)	27.3	-2.8	10.5	-1.9	0.3	7.4	2.8	-8.5	1.8
O=C(CSc1nc(O)cc(=O)n1-c1ccccc1)Nc1ccc2c3c(cccc13)CC2	10.1	-2.6	0.0	-1.5	-6.4	-5.7	-9.0	18.1	1.3
CN(Cc1c(O)ccc2c1oc(=O)c1ccccc12)C1CCCCC1	4.8	-0.4	0.2	-2.1	21.1	26.1	46.5*	6.7	9.9
CCn1nc(C)c(/C=C/C(=O)Nc2ccc(C)cc2C)c1C	9.8	-3.3	1.1	-1.4	-2.1	-2.4	-13.8	17.5	-9.2
NC(=O)c1ccccc1NC(=O)Cc1cccs1	11.4	-1.6	1.4	-3.1	7.4	-0.6	4.5	5.9	-2.1
C[C@H](NC(=O)c1[nH]cnc1C(=O)Nc1ccc(Cl)cc1)C(=O)OC(C)(C)C	37.1	-0.7	0.8	-2.2	33.6	4.7	-47.3	50.4*	-28.0
CN1CCN(CCCNC(=O)c2ccc(/C=C3\Oc4ccccc4N(Cc4ccc(Cl)cc4)C3=O)cc2)CC1	47.1	1.8	9.5	13.7	1.7	24.6	-23.5	99.3*	0.8
Cc1nc(SCc2ccccc2)c2oc3ccccc3c2n1	10.2	-0.1	-0.8	1.6	1.9	0.5	-10.4	-10.8	13.6
CC1(c2nnc(-c3ccc(F)cc3)o2)CC(c2cccc(Cl)c2)=NO1 (stereo unspecified)	24.3	-4.6	-1.3	-3.8	4.1	13.0	27.9	25.9	-1.5
O=C1c2cccc3cc(Br)cc(c23)C(=O)N1Nc1ccc(Br)cc1	-20.1	-1.3	22.3	39.7*	-2.3	8.3	-6.6	72.8*	9.1
